# NR2E3 ag-1 – activates human photoreceptor nuclear receptor NR2E3 | GST-NR2E3/biotin-RetCOR TR-FRET, 1536-well | hit rate 0.12% among 320,000 | inhibition of corepressor binding, % at 4.78 µM | AID 2300;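 active = percent inhibition above the cutoff of mean plus 3 SD of all tested compounds, set per screening campaign, cut at about 20% in these data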;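 also: 0% = DMSO wells and 100% = biotin wells as full block of FRET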
# Target sequence (Q9Y5X4 whole entry, looked up): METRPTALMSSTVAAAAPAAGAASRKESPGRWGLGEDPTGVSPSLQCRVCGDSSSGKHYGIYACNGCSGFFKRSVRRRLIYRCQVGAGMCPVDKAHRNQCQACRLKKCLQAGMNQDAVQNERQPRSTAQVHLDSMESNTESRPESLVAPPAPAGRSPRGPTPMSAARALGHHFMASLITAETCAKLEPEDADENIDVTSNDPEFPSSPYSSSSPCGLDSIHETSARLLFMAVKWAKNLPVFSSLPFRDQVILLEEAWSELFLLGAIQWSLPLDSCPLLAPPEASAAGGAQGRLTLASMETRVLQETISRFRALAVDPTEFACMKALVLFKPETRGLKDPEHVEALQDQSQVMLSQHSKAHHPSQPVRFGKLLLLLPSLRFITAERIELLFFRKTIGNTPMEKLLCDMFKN
#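 System: GST-NR2E3 and biotin-RetCOR proteins; probe or stimulus: 7 nM biotin-RetCOR; doses: compound at 4.8 µM, single dose; schedule: Compound–protein incubation for 5 h at 4 °C; detection: time-resolved FRET; read-out: percent inhibition; controls: biotin wells as high control, 0.6% DMSO wells as low control; format: 1536-well plates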
# CF NFkB block – blocks PAF-induced NF-kB reporter in cystic fibrosis cells; AID 588850; hit rate 0.86% among 360,000; inhibition, % at 5 µM; KKLEB NF-kB-GFP reporter, GFP fluorescence overnight;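 active = at least 50% inhibition at 5 µM, scaled per plate between neutral and stimulator controls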;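 also: PAF is a Pseudomonas aeruginosa culture filtrate used as stimulus; plate controls were PAF-stimulated DMSO wells for no effect and unstimulated DMSO wells for full effect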
# TROY signal inh – TROY signaling inhibition; Q293 LMP1-TROYcd NF-kB luciferase reporter, 4 h; inhibition, % at 10 µM; hit rate 0.98% among 360,000;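 active = compounds whose plate-normalised and pattern-corrected inhibition of the luciferase reporter signal at the single screening dose is 50% or more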
# KKLEB tox – CF airway cell cytotoxicity counter-screen; KKLEB CF airway cells viability, ATPlite luminescence, overnight; stronger effect = lower value; cells stimulated with P. aeruginosa culture filtrate; hit rate 0.36% among 360,000; activity change (cytotoxicity), % at 5 µM; AID 602141;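 active = corrected activity change at or below -50% at 5 µM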
# NR2E3 ag-2 – activates human NR2E3 receptor; AID 602229; CHO-S Gal4-NCOR/VP16-NR2E3 two-hybrid, luciferase; inhibition of corepressor binding, % at 3.98 µM; Q9Y5X4; hit rate 0.35% among 360,000;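 active = inhibition above the mean of all tested compounds plus 3 SD, cut at about 70% in these data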;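 also: 0% = DMSO with NR2E3 transfected cells and 100% = cells lacking NR2E3 construct; higher means lower luciferase signal from less NR2E3 corepressor binding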
# TRAIL sens C8 – caspase-8 TRAIL sensitization | NB7+C8 cells + TRAIL, ATPlite viability luminescence | inhibition (viability loss, TRAIL sensitization), % at 10 µM | hit rate 1% among 360,000 | AID 624354;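 active = compounds causing at least 50% loss of cell viability in the single-dose screen, relative to plate controls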
# MITF TRPM1 inh – MITF TRPM1 promoter inhibition in SK-MEL-5 cells; hit rate 0.83% among 330,000; inhibition, % at 12.5 µM; SK-MEL-5 TRPM1 promoter luciferase, 24 h; AID 488899;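 active = mean inhibition across replicates of 60% or more, whatever share of single replicates reaches that level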; also: values of inactives mirror those of a sister screen read the other way
# Shn3 inh set2 – Schnurri-3 reporter inhibition in Clone20 osteoblasts | Clone20 osteoblast Shn3 3'UTR firefly luciferase, 24 h | inhibition, % at 12.5 µM | hit rate 0.52% among 360,000;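 active = mean inhibition of at least 75% with every replicate also reaching 75%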;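 also: 0% = median of neutral control wells and 100% = pilot-screen positive control compound; some compounds past the cut are filed as inactive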
# TWEAK-Fn14 inh – inhibitors of TWEAK-Fn14 interaction signaling | TWEAK-stimulated Fn14 reporter cells, luciferase luminescence, 8 h | inhibition, % at 10 µM | hit rate 2% among 360,000; in the data active = inhibition above about 50%
# Peg3 promoter – inhibitors of Peg3 promoter; HeLa PEG-Prom luciferase reporter, luminescence, overnight; inhibition, % at 20 µM; hit rate 1.7% among 360,000;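 active = inhibition of at least 50% at 20 µM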
# HIF-2a block – blocks HIF-2a reporter activity; 786-0 RCC cells HIF-2a reporter, luciferase luminescence, overnight; hit rate 0.72% among 360,000; inhibition, % at 18.8 µM;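 active = inhibition of the luminescence signal of 40% or more relative to plate controls, in a single-dose primary screen at 18.75 µM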
# An asterisk follows results filed as active; . = not tested or not shown. This is a subset, so the mix of outcomes need not match the whole.
SMILES,NR2E3 ag-1,CF NFkB block,TROY signal inh,KKLEB tox,NR2E3 ag-2,TRAIL sens C8,MITF TRPM1 inh,Shn3 inh set2,TWEAK-Fn14 inh,Peg3 promoter,HIF-2a block
CC(=O)Nc1ccc(S(=O)(=O)NCCc2ccc3c(c2)OCCO3)cc1,.,-29.8,5.7,10.3,-7.4,8.9,.,4.8,8.0,7.6,11.8
O=C(NCc1ccncc1)C(=O)NCC1OCCN1S(=O)(=O)c1ccc(Cl)cc1 (stereo not drawn),-2.5,-36.8,-8.1,14.1,-0.1,18.1,-12.6,-1.2,2.7,6.3,5.9
N#CCCCC1(CCCC#N)OCCO1,.,-5.5,2.3,4.9,-27.6,-13.0,-2.4,-21.7,7.7,4.5,8.7
CCCCC(=O)Nc1ccc(C(=O)Nc2cccnc2)cc1,1.5,2.5,-27.1,7.3,-1.1,14.5,-14.5,-11.0,-10.7,-45.6,-35.4
CC(NCc1cccs1)c1ccccc1 (stereo not drawn),-1.4,-3.4,16.4,9.7,-17.8,-5.3,-4.7,-7.7,1.1,17.6,17.3
O=C(O)COc1ccc2occ(C(=O)c3ccccc3)c2c1,0.7,5.5,-1.1,-0.4,-57.0,10.0,-16.3,-6.2,-6.2,6.9,7.3
COc1ccc(CNc2ccc(N3CCOCC3)cc2)cc1,2.4,8.2,12.7,-9.0,-16.2,-6.2,-22.2,-16.0,-7.5,-60.0,-64.5
Nc1ncnc(NCc2ccccc2)c1[N+](=O)[O-],-0.3,39.9,10.8,3.7,-30.0,-4.1,-6.9,6.8,39.5,-11.8,6.8
COc1ccc(N2CCN(C(=O)c3ccc(CS(=O)Cc4ccc(C)cc4)o3)CC2)cc1 (stereo not drawn),-2.5,-21.4,14.8,5.8,27.1,-1.1,6.3,3.6,-10.2,3.4,12.6
CC(C)CNC(=O)NC(=O)COc1ccc(C=O)cc1,4.5,3.0,-29.1,-2.8,14.8,-18.7,9.0,-1.5,4.1,2.9,7.0
CCOC(=O)c1c(-c2cccs2)csc1NC(=O)CN1CC(C)OC(C)C1 (stereo not drawn),0.8,26.7,16.4,-20.4,-2.1,-15.9,-7.9,9.1,24.3,22.6,33.9
CCOC(=O)c1c(-c2ccc(C)cc2)csc1/N=C(\C)C1=C(O)c2ccccc2C1=O,1.1,-5.4,-32.3,1.5,-40.0,10.8,15.8,30.2,66.2*,-126.5,-116.5
Cc1nnc(SCC(=O)NC2CC2)n1-c1ccccc1,4.7,-8.1,-4.9,-2.1,19.0,-6.3,11.0,4.6,-4.5,-0.2,13.3
Cc1cc(Br)ccc1OCCCCN1CCCCC1,-1.9,4.8,-12.1,-13.0,-23.9,2.8,-11.2,-15.0,-7.7,5.8,9.4
CCn1c(SCC(=O)N/N=C/C=C\c2ccccc2[N+](=O)[O-])nnc1-c1ccccc1,1.7,-6.5,12.9,3.9,33.4,-3.1,14.5,10.4,22.5,23.0,7.1
O=C(O)CN1C(=O)C2C3CC(C2C1=O)C1C(c2ccc(Cl)cc2)c2sc(=O)[nH]c2SC31 (stereo not drawn),4.2,13.6,-13.6,-2.8,-2.3,-3.5,-31.0,26.1,-3.0,2.1,13.1
COc1ccc(CN2CCN(Cc3ccccc3F)CC2)c(OC)c1,0.9,-20.6,3.4,6.6,-25.1,2.3,0.6,11.8,3.0,7.2,13.7
COc1ccccc1C(=O)N1CCN(Cc2cccnc2)CC1,-2.2,-4.3,-3.9,-0.8,13.4,-2.7,-15.2,2.4,-13.6,5.9,-1.6
CCOc1cc(N2CCOCC2)c(OCC)cc1NC(=O)CSc1ncccc1C(=O)O,.,-9.0,-8.9,-1.1,-8.3,-1.1,0.6,-3.7,-27.3,-2.3,5.0
C#CCCOC(=O)Nc1ccccc1,-0.3,-3.8,-11.7,2.1,-25.2,-1.1,9.0,-0.1,-1.1,-19.8,-2.9
CC(NS(=O)(=O)c1ccc(Cl)c(Cl)c1)C(=O)OCC(=O)Nc1ccc2c(c1)OCO2 (stereo not drawn),2.6,5.5,5.3,4.5,-44.7,-3.7,9.7,-2.4,-3.2,-4.6,12.8
O=C(CCNS(=O)(=O)c1ccccc1F)N1CCN(S(=O)(=O)c2cccc(F)c2)CC1,0.8,-4.2,-10.0,11.4,8.3,-4.2,4.0,7.6,3.6,6.1,10.0
CCOC(=O)c1c(C)[nH]c(C(=O)OCC(=O)NCc2ccc(C)cc2)c1C,-1.5,13.3,6.5,-9.9,-7.0,11.8,-2.0,-13.6,-10.4,18.3,-5.7
Cc1ccc(S(=O)(=O)N2CCCCC2)cc1NC(=O)CCN1C(=O)C2CC=CCC2C1=O (stereo not drawn),2.9,-24.6,-6.7,4.5,-37.0,-4.8,-1.8,-11.3,-2.7,3.7,3.9
CC(C)CSc1n[nH]c(N)n1,1.8,10.9,2.3,-2.0,9.6,-4.0,2.9,9.9,7.0,10.7,-0.3

# Record cards, as listed above. Values in the order: NR2E3 ag-1	CF NFkB block	TROY signal inh	KKLEB tox	NR2E3 ag-2	TRAIL sens C8	MITF TRPM1 inh	Shn3 inh set2	TWEAK-Fn14 inh	Peg3 promoter	HIF-2a block
# CC(NS(=O)(=O)c1ccc(Cl)c(Cl)c1)C(=O)OCC(=O)Nc1ccc2c(c1)OCO2 (stereo not drawn) is listed with 2.6	5.5	5.3	4.5	-44.7	-3.7	9.7	-2.4	-3.2	-4.6	12.8
# CC(C)CSc1n[nH]c(N)n1 is listed with 1.8	10.9	2.3	-2.0	9.6	-4.0	2.9	9.9	7.0	10.7	-0.3

# The listing picks up, starting 2 compounds before the break.
SMILES,NR2E3 ag-1,CF NFkB block,TROY signal inh,KKLEB tox,NR2E3 ag-2,TRAIL sens C8,MITF TRPM1 inh,Shn3 inh set2,TWEAK-Fn14 inh,Peg3 promoter,HIF-2a block
Cc1ccc(S(=O)(=O)N2CCCCC2)cc1NC(=O)CCN1C(=O)C2CC=CCC2C1=O (stereo not drawn),2.9,-24.6,-6.7,4.5,-37.0,-4.8,-1.8,-11.3,-2.7,3.7,3.9
CC(C)CSc1n[nH]c(N)n1,1.8,10.9,2.3,-2.0,9.6,-4.0,2.9,9.9,7.0,10.7,-0.3
COCc1ccc(CN2CCC(Oc3ccc(C(=O)NCc4ccccn4)cc3)CC2)o1,.,25.2,7.0,-19.1,-8.4,12.9,-0.4,-11.0,1.3,5.9,7.1
Cc1csc(CN(C)C(=O)C2CCC(=O)N(Cc3ccc(Cl)cc3)C2)n1 (stereo not drawn),-4.1,-0.4,7.9,-0.1,-13.3,2.0,-16.8,-14.8,8.8,-2.7,7.7
COc1ccc(-c2nc(SCc3ccccc3)n(C(=O)c3ccco3)n2)cc1,2.6,6.3,-59.3,1.6,-15.7,6.1,-51.9,-16.0,-13.1,-204.7,-63.9
Cn1cccc1/C=C1\CC(C(C)(C)C)C/C(=C\c2cccn2C)C1=O (stereo not drawn),-0.1,-89.8,6.4,0.5,21.2,10.2,16.1,-3.7,6.6,11.9,10.3
COc1ccc(CCNC(=O)CN2C(=O)COc3ccc(S(=O)(=O)N4CCOCC4)cc32)c(OC)c1,4.8,10.6,-3.2,15.6,-15.2,-3.3,-0.9,-5.3,-0.9,12.1,4.9
COc1ccc(NC2CCCN(C(=O)CCN3CCCC3=O)C2)cc1 (stereo not drawn),2.2,-1.7,-8.8,-3.3,-2.7,-4.2,-0.6,-2.0,-9.5,9.3,12.3
CCOC(=O)Cc1csc(NC(=O)COc2ccc3c(c2)CCC3)n1,0.3,-20.4,2.2,11.6,-18.4,12.0,0.7,6.5,5.2,-6.3,1.2
COc1cc2oc(=O)c3c(c2cc1OCC(=O)c1c(C)n(C)c2ccccc12)CCCC3,-4.0,13.6,9.7,-10.5,-2.9,-3.7,-2.2,-8.6,-25.1,15.7,16.4
CC(=O)c1sc(C(=O)O)c(-c2ccco2)c1-c1ccco1,-11.7,12.9,-19.6,4.8,-30.4,-4.6,7.3,-25.9,18.9,-6.0,18.8
CN(C)c1ccc(CNn2cnnc2SCc2ccc(F)cc2)cc1,3.1,-6.3,-19.9,-6.5,-6.3,-27.2,4.6,2.1,-17.5,-16.4,-65.3
C[C@H](CO)N1C[C@H](C)[C@@H](CN(C)S(=O)(=O)c2cn(C)cn2)Oc2ccc(NS(=O)(=O)c3ccccc3)cc2C1=O,.,-7.3,-15.4,9.1,-17.6,-8.8,12.7,-1.1,4.1,1.7,-1.1
CCOCCn1c(=O)c2c(nc3n2CCCN3Cc2ccccc2)n(C)c1=O,-1.0,9.7,-0.8,-16.3,9.8,-11.2,-9.6,-16.4,13.9,9.3,13.3
COc1ccc(C(=O)Nc2ccncc2)cc1[N+](=O)[O-],.,0.5,1.5,-4.8,-24.9,-9.7,-41.2,-18.1,-22.3,3.6,-1.7
NC(=O)CSc1cn(CCNC(=O)c2cccs2)c2ccccc12,1.0,10.9,-4.8,-0.6,1.7,-5.9,-2.7,5.9,12.7,-1.0,-5.4
Cc1cc(C)nc(SCC(=O)N(C)CC(=O)Nc2ccccc2Br)n1,-1.2,5.0,-18.2,-14.6,-14.2,-5.8,-11.3,0.5,12.2,15.0,0.9
C/C=C/c1ccc(OCCSc2nc(C)cc(=O)[nH]2)c(OC)c1,0.4,-10.4,11.9,19.1,-41.3,2.8,-23.1,0.3,-29.5,-63.6,-82.0
C=C(C)CNC(=S)Nc1nc2c(cc1C(=O)OCC)CCCC2,.,-0.2,-53.5,12.6,-27.0,5.7,-80.4,-92.0,0.5,-265.1,-283.2
CN(C)CCN1CCN(C(c2ccnc3ccccc23)c2nnnn2-c2ccc3c(c2)OCCO3)CC1 (stereo not drawn),.,.,0.5,.,14.1,12.7,.,.,30.7,.,1.7
O=c1c2ccccc2ncn1Cc1ccc2c(c1)OCO2,6.9,11.3,-2.5,-9.4,-7.7,-5.0,-3.3,3.1,-26.6,-8.6,10.2
Cc1ccc(C)c(N2CCN(C(=O)CNS(=O)(=O)c3cccs3)CC2)c1,-3.6,-10.2,-5.6,11.7,-2.2,2.0,4.9,-12.8,-11.7,11.3,-30.2
COc1ccccc1NC(=O)Nc1ccc(Cc2ccncc2)cc1,-0.9,-11.4,-16.9,16.2,-41.7,9.6,-29.8,-7.3,-9.4,-197.5,-268.1
CCCCN(C)CCCNC(=O)CS(=O)Cc1nc(-c2ccc(OC)c(OC)c2)oc1C (stereo not drawn),1.9,-3.8,-12.3,-11.2,2.5,-4.5,6.3,11.4,-1.5,1.6,7.1
C=CCNC(=O)c1ccccc1NC(=O)c1ccc(Cl)c(S(=O)(=O)Nc2cccc(C)c2C)c1,0.2,16.2,19.4,-0.5,-15.5,1.2,4.2,13.8,3.9,38.9,24.9
COc1cc(C(=O)Nc2ccc(O)cc2C(=O)O)ccc1OC(C)=O,2.4,-14.9,8.4,-12.1,-5.2,4.4,9.4,9.2,-2.6,-12.0,-6.1
CCN(c1ccccc1)S(=O)(=O)c1ccc(NN)nc1,2.4,2.4,-4.9,4.4,-2.2,4.5,9.2,-4.5,2.7,2.3,20.1
CC(=O)N1CCN(C(=O)CCC(=O)O)CC1,-3.1,-20.3,18.1,-1.5,-25.6,14.6,4.7,0.8,-129.5,9.1,14.1
CCOc1ccccc1NC(=O)CCS(=O)(=O)c1ccc(Br)cc1,-3.6,11.0,15.0,-2.7,2.0,-8.3,2.4,8.7,9.5,21.8,9.9

# Screening results: PubChem, several laboratories
